GPR151 activ – human GPR151 activation. activation, % at 11.2 µM. PathHunter beta-arrestin GPR151 cells, luminescence. AID 1508602. hit rate 1% among 650,000. Q8TDV0; in the data active means activation above about 4.9%;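 further: 0% = median of compound wells and 100% = cells with positive control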
Target sequence (Q8TDV0 whole entry, looked up): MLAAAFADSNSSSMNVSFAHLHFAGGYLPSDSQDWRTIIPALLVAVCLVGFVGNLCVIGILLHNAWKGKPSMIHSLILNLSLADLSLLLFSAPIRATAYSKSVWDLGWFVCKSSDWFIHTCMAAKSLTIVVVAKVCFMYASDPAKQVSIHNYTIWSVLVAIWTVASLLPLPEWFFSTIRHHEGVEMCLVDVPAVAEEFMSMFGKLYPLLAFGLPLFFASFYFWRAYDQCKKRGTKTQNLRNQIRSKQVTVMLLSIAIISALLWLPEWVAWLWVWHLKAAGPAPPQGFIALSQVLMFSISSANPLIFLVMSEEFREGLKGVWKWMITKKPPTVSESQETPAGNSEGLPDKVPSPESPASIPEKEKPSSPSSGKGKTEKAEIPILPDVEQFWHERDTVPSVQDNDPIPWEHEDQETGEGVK
TEAD-YAP block – TEAD-YAP interaction inhibition; HEK-TIYL cells, TEAD-Gal4/YAP UAS-luciferase luminescence; inhibition, % at 9.12 µM; hit rate 1.4% among 640,000; AID 1259422; in the data active means inhibition above about 32%;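 further: 0% = median of test compound wells and 100% = reference inhibitor wells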
MITF primary – inhibitors of human MITF; O75030; AlphaScreen MITF homodimerization, bead proximity signal; inhibition, % at 2.6 µM; hit rate 0.91% among 650,000; AID 1259374; in the data active means inhibition above about 50%;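 further: 0% = vehicle wells with protein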
Target sequence (O75030 whole entry, looked up): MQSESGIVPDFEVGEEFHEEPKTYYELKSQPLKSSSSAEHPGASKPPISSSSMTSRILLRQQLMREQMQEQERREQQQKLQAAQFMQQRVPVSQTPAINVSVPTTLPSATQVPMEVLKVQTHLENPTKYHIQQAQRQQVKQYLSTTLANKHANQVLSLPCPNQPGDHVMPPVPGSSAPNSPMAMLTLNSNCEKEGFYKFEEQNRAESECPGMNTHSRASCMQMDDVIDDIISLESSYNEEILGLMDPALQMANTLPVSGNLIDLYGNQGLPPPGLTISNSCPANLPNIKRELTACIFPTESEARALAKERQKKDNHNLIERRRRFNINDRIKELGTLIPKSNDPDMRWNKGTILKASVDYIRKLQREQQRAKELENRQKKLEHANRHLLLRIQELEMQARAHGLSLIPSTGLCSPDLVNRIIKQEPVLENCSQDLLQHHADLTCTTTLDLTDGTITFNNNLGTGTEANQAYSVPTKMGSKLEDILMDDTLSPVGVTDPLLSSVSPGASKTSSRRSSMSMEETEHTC
FBW7 act – activators of human E3 ligase FBW7; AlphaScreen FBW7–phospho-cyclin E peptide binding, activator screen; normalized activity (activation), % at 26.1 µM; hit rate 0.13% among 650,000; AID 1259310; in the data active means normalized activity above about 1.9%;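 further: purified mutant Fbw7 with reduced substrate affinity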
The depositor's hits bear a star. Random draw from the library; overall some 3.4% were active at least once.

Value order: GPR151 activ	TEAD-YAP block	MITF primary	FBW7 act
- CCCCCCc1cc2c3c(c(=O)oc2cc1OCc1cc(C(=O)O)oc1C)CCCC3
→ 1.3	-4	2	-0.1
- CC1=C(C(=O)Nc2cc(C)ccn2)C(c2cccc(Cl)c2)C2=C(CCCC2=O)N1 (stereo not given)
→ 0.5	1	1	0.0
- COc1ccc(Br)cc1S(=O)(=O)NCCc1ccccc1
→ 0.5	-6	-9	0.2
- c1ccc(Oc2ccc(Nc3nc(-c4ccccc4)nc4c3ncn4C3CCCCC3)cc2)cc1
→ -1.8	-1	-12	-0.1
- CC[n+]1c(/C=C/C=C/C=C/N(C(C)=O)c2ccccc2)sc2ccccc21
→ -1.0	-7	14	0.3
- Cc1ccc(S(=O)(=O)N(C)c2ccc(C(=O)N3C(C)CCCC3C)cc2)cc1 (stereo not given)
→ 4.7	48*	11	0.6
- COc1cc(C(C)=O)cc(OC)c1O
→ -0.7	-3	21	-0.4
- CCOC(=O)N1CCN(C(=O)N2c3ccccc3Sc3ccccc32)CC1
→ 1.0	56*	-2	-0.2
- Nc1nc(NCc2cccc(C(F)(F)F)c2)cc(-c2cccs2)n1
→ -0.7	-6	28	0.3
- CC(=O)Nc1ccc(S(=O)(=O)N(Cc2ccccc2)C(C)C)cc1
→ 0.4	7	2	-0.1
- COc1ccc(OC)c(Nc2nc(-c3ccc(O)c(O)c3)cs2)c1
→ -0.1	20	9	-0.2
- CC(=O)Nc1ccc(Nc2nc(-c3cccc(N)c3)nc3nc[nH]c23)cc1
→ -1.2	2	20	0.1
- COc1ccc(NS(=O)(=O)c2ccc3c(c2)NC(=O)C(C)C(=O)N3)c(OC)c1 (stereo not given)
→ -0.6	-3	3	-0.1
- O=C(C1c2ccccc2Oc2ccccc21)N1CCCCCC1
→ -1.3	0	4	0.0
- CN1CCN(c2ccc(NC(=O)NC(=O)c3ccccc3F)cc2Cl)CC1
→ 1.2	-39	1	-0.1
- CCN1CCN(C(=S)N=P(N(C)C)(N(C)C)C23CC4CC(CC(C4)C2)C3)CC1
→ 0.1	14	-2	-0.2
- COc1cccc(CCC(=O)NC2CCNC(=O)c3[nH]ccc32)c1 (stereo not given)
→ 2.4	4	4	-0.2
- O=C(CCC1CCN(Cc2ccccc2O)CC1)NC1CC1
→ -0.6	-2	21	0.3
- CC(C)(C)c1ccc2c(c1)C(=O)C(=O)c1cc(C(C)(C)C)ccc1-2
→ 0.8	-2	-3	-0.2
- CCOc1cc(C)c(C(C)C)cc1S(=O)(=O)N1CCN(C)CC1
→ 1.9	2	5	0.0
- O=S(=O)(NCc1ccco1)c1ccc(-c2ccc(S(=O)(=O)NCc3ccco3)cc2)cc1
→ 2.0	-5	-7	0.0
- CCn1c(=O)n(CC(=O)Nc2cccc(OC)c2)c(=O)c2ccccc21
→ -0.4	7	15	0.6
- O=C(CSc1nc2[nH]ncc2c(=O)[nH]1)NCC1CCCO1 (stereo not given)
→ -1.7	-5	3	-0.2
- COc1ccccc1CN1C[C@@H]2C[C@@H](c3cnc(-c4ccccc4)s3)N3CCC[C@@]23C1=O
→ 0.3	9	-1	-0.1
- CC(C)CNC(=O)c1nnn(-c2ccccc2)c1CSc1ncccn1
→ -0.1	-24	6	0.1
- CCOc1ccc(C(=O)NCCN2CCOC(c3ccccc3)C2)cc1 (stereo not given)
→ 2.0	9	0	0.2
- COc1ccc(N2C(=O)CC(N3CCC(=O)CC3)C2=O)cc1 (stereo not given)
→ 0.4	0	19	0.2
- CC(C)C(=O)Nc1cccc(NC(=O)c2ccccc2[N+](=O)[O-])c1
→ -0.3	-4	4	0.1
- CC(=O)c1ccc(NC(=O)N2CCC3(CC2)NCCc2c3[nH]c3ccc(Cl)cc23)cc1
→ -0.6	19	11	-0.4
- Cc1sc2nc(CN3CCN(C(=O)c4ccc([N+](=O)[O-])cc4)CC3)[nH]c(=O)c2c1C
→ 0.0	4	-5	0.0

Another view of 6 compounds above.
mol,GPR151 activ,TEAD-YAP block,MITF primary,FBW7 act
CCOC(=O)N1CCN(C(=O)N2c3ccccc3Sc3ccccc32)CC1,1.0,56*,-2,-0.2
Nc1nc(NCc2cccc(C(F)(F)F)c2)cc(-c2cccs2)n1,-0.7,-6,28,0.3
CC(=O)Nc1ccc(S(=O)(=O)N(Cc2ccccc2)C(C)C)cc1,0.4,7,2,-0.1
COc1ccc(OC)c(Nc2nc(-c3ccc(O)c(O)c3)cs2)c1,-0.1,20,9,-0.2
CC(=O)Nc1ccc(Nc2nc(-c3cccc(N)c3)nc3nc[nH]c23)cc1,-1.2,2,20,0.1
COc1ccc(NS(=O)(=O)c2ccc3c(c2)NC(=O)C(C)C(=O)N3)c(OC)c1 (stereo not given),-0.6,-3,3,-0.1

Continuation:
Value order: GPR151 activ	TEAD-YAP block	MITF primary	FBW7 act
- COc1ccc(Cc2nc(-c3ccc(Br)o3)no2)cc1OC
→ 0.0	-23	9	0.2
- CCOc1cc(/C=C\c2[nH]c(=O)[nH]c(=O)c2[N+](=O)[O-])ccc1OCC(=O)O
→ -0.6	-2	-9	-0.6
- CCn1c(C(=O)O)c(CC(=O)Nc2nc3ccc(OC)cc3s2)c2ccccc21
→ -0.9	3	-2	-0.1
- COc1nccnc1NS(=O)(=O)c1ccc(Nc2ccc([N+](=O)[O-])c3nonc23)cc1
→ 0.5	2	3	0.1
- Cn1c(=O)c2[nH]c(CN3CCOCC3)nc2n(C)c1=O
→ -0.1	3	6	0.8
- CCS(=O)(=O)NCCc1sc(-c2ccc(OC)cc2)nc1C
→ 0.9	-54	4	0.1
- CCOC(=O)/C(=N\Nc1ccccc1Cl)N1CCN(Cc2ccccc2)CC1
→ -0.6	-1	-10	-0.1
- COc1ccccc1N1CCN(C(=O)c2cccc(F)c2)CC1
→ -2.2	0	6	0.2
- N#Cc1c(-c2ccccc2)cc(-c2ccccc2)nc1SCC(=O)c1ccc(Br)cc1
→ 1.5	1	-5	-0.1
- COc1cccc(NC(=O)CCSc2nnc3ccc4ccccc4n23)c1
→ 1.9	1	5	-0.2
- CC1Sc2cc(S(=O)(=O)CCC(=O)NCCc3ccccc3)ccc2NC1=O (stereo not given)
→ -1.6	-5	10	0.1
- Cc1c(Cl)c(O)c(Cl)c(C)c1N(S(=O)(=O)c1ccccc1)S(=O)(=O)c1ccccc1
→ -0.2	14	9	0.7
- COC(=O)c1cc(CNC(=O)c2n[nH]c3c2CCCC3)cc(NC(=O)Cc2ccccc2)c1
→ 0.2	5	18	0.0
- c1ccc(CNCc2ccco2)nc1
→ -1.5	1	27	-1.4
- CC(C)(C)CC(C)(C)NCc1ccc2c(c1)OCO2
→ 1.3	8	13	0.2
- CCOC(=O)CSc1nc2c(sc3ccc([N+](=O)[O-])cc32)c(=O)n1Cc1ccc(C)cc1
→ -1.0	-5	3	1.0
- CCOCCCNC(=O)CN(C)S(=O)(=O)c1ccc2c(c1)c(=O)n(C)c(=O)n2C
→ 0.8	-4	0	-0.1
- COc1ccc(/C=c2/sc3nc(=O)c(Cc4ccc(F)cc4)nn3c2=O)c(OC)c1
→ 1.4	-1	-10	-0.3
- Cc1nn(C)c(C)c1-c1nccc(NCc2cccnc2)n1
→ -0.3	-3	-16	-0.1
- O=C(Nc1cc(-c2ccncc2)c[nH]c1=O)C1Oc2ccc3ccccc3c2O1 (stereo not given)
→ -0.5	4	13	0.5
- c1ccc(CNc2ccnc(N3CCc4ccccc4C3)n2)cc1
→ -0.4	-39	12	0.0
- CCN(CC(=O)NC(C)(C)C)C(=O)COc1ccccc1[N+](=O)[O-]
→ -0.9	-3	9	0.2
- CCCC1=C(C(=O)OCC)C(c2ccc([N+](=O)[O-])cc2)NC(=O)N1C (stereo not given)
→ -1.0	5	-20	-0.2
- CCOC(=O)c1c(NC(=O)CCC(=O)O)sc2c1CCC(C(C)(C)C)C2 (stereo not given)
→ 1.0	-30	-10	0.2
- Fc1ccccc1N1CCN(c2nc3ccccc3n3nnnc23)CC1
→ -1.4	2	2	0.0
- Cc1nn(S(=O)(=O)c2ccc([N+](=O)[O-])cc2)c(C)c1Sc1ccccc1
→ 0.2	8	13	-0.1
- O=C(NCCCn1cc(Br)cn1)Nc1ccccc1C(F)(F)F
→ -0.8	1	-16	0.1
- Cc1cc(NC(=O)c2c(F)cccc2F)n(-c2nc3c(cnn3-c3cccc(C)c3C)c(=O)[nH]2)n1
→ -0.4	21	40	-0.4
- COc1ccc(CNC(=O)N2CCN(Cc3nc4ccccc4[nH]3)CC2)cc1OC
→ 0.7	0	12	0.8
- COc1cccc(C2C(C#N)=C(N)Oc3nc(C)[nH]c(=O)c32)c1OC (stereo not given)
→ -0.6	-19	-7	0.0

Some values from the entries so far.
COc1ccc(Cc2nc(-c3ccc(Br)o3)no2)cc1OC in GPR151 activ shows 0.0
c1ccc(CNc2ccnc(N3CCc4ccccc4C3)n2)cc1 in TEAD-YAP block shows -39
COc1ccc(/C=c2/sc3nc(=O)c(Cc4ccc(F)cc4)nn3c2=O)c(OC)c1 in FBW7 act shows -0.3

Following part
Value order: GPR151 activ	TEAD-YAP block	MITF primary	FBW7 act
- Nc1cc(S(=O)(=O)N2CCOCC2)ccc1OCC(F)(F)F
→ 0.3	1	18	0.8
- O=C(NNC(=O)c1cccs1)Nc1cccc(Cl)c1
→ -0.3	-8	-15	-0.1
- COc1ccc(-c2noc(CN(C)Cc3nccn3C)n2)cc1
→ -0.7	-14	-2	0.0
- Cc1ccc(NC(=O)NCCC2CCCCN2S(=O)(=O)c2ccc(F)cc2)cc1 (stereo not given)
→ 2.2	-2	5	0.0
- Cn1c(/C(C#N)=C/c2ccc(O)cc2)nc2ccccc21
→ -2.6	-21	8	0.1
- C=CCOCC(O)CN1CCN(C(=O)OCC)CC1 (stereo not given)
→ 4.7	-3	-8	0.0
- COc1cc(NC(=O)COc2ccc([N+](=O)[O-])cc2)ccc1NC(=O)C(C)C
→ 0.4	-2	13	-0.1
- Cc1cccc(-n2ncc3c(N4CCN(c5ccccc5)CC4)ncnc32)c1
→ -0.4	-8	-4	0.1
- CC1=C(C(=O)OC2CCCCC2)C(c2ccccc2)C2=C(CCCC2=O)N1 (stereo not given)
→ -0.5	1	10	0.3
- COc1ccc(CCNC(=O)c2cc(NCc3ccc4c(c3)OCO4)nc3ccccc23)cc1
→ -1.0	6	10	0.0
- COc1ccc(Cl)cc1NC(=O)CN1C(=O)C2C3C=CC(C3)C2C1=O (stereo not given)
→ 0.0	8	15	0.0
- O=C(O)c1cccc2c1/C(=N/O)c1ccccc1-2
→ -0.4	11	12	0.1
- CC1CC(C)CN(C(=O)COc2ccc(C#N)cc2)C1 (stereo not given)
→ 1.6	0	2	0.0
- O=C(CN1C(=O)c2ccccc2C1=O)NCCCn1ccnc1
→ 0.0	-3	8	0.0
- CCN1CCN(C(=O)c2sc3ncn(CC(=O)Nc4ccc(C(C)C)cc4)c(=O)c3c2C)CC1
→ 2.9	1	15	0.1
- COc1ccc(Nc2nnc(SCC(=O)Nc3ccc4[nH]c(=O)[nH]c4c3)s2)cc1
→ -0.4	14	15	0.4
- O=C(N[C@H]1C[C@H]2C(=O)N[C@@H](COCc3ccccc3)C(=O)N2C1)c1ccc(Cl)cc1
→ -1.8	1	-11	0.0
- CCOc1ccc2[nH]c(=O)c(CN(CC3COCCO3)C(=O)c3cccs3)cc2c1 (stereo not given)
→ -1.2	-9	-10	-0.2
- CN(C)CC(C)(O)c1ccc2c(c1)CN(C(=O)c1cc(-c3ccsc3)n[nH]1)CCO2 (stereo not given)
→ -0.7	4	-4	0.0
- O=C(NCCO)Nc1ccc(Cl)cc1
→ 4.4	15	9	0.5
- COCCn1c(N2CCCCC2)nc2c1c(=O)[nH]c(=O)n2C
→ -0.6	5	5	0.0
- Cc1cccc(-c2cc(C(=O)Nc3ccc(F)c(Cl)c3)c3ccccc3n2)c1
→ 0.1	0	10	-0.1
- COc1ccccc1Oc1nc2ccccn2c(=O)c1/C=C(\C#N)C(=O)NC1CCCC1
→ -6.5	-3	12	0.0
- O=C(Nc1nnc(C(F)(F)F)s1)c1cc2c(s1)CCCC2
→ 1.2	-16	-23	-0.1
- COc1cc(OC)cc(N2C(=O)CC(NCc3ccc(Cl)cc3Cl)C2=O)c1 (stereo not given)
→ -2.3	-4	6	-0.1
- CC(C)CCN1CCN(Cc2cnn(-c3ccccc3)c2)CC1CCO (stereo not given)
→ 0.1	5	7	0.0
- C/C(=C1/SC(=S)N(C)C1=O)c1ccccc1
→ -0.7	-4	10	-0.2
- O=c1onc(-c2ccccc2)n1Cc1ccc([N+](=O)[O-])cc1
→ 0.3	8	8	0.0
- CC1CN(C(c2ccco2)c2sc3ncnn3c2O)CC(C)O1 (stereo not given)
→ 2.3	-18	8	-0.1
- CCCCN(C)CCOCCOc1ccccc1OCC
→ 0.9	4	20	0.0
- O=C1NN(c2ccccc2)C(=O)/C1=C\c1ccc(O)cc1
→ -1.2	-2	7	0.0
- Cn1cc(CN2CCN(C3CCCCC3)C(CCO)C2)c(-c2ccccc2)n1 (stereo not given)
→ 1.3	15	2	0.0
- Cc1ccc2oc(-c3ccc(Cl)c(NC(=O)COc4ccccc4C)c3)nc2c1
→ -0.5	-1	-8	0.3
- CC(Oc1ccccc1)C(=O)NCc1cccnc1 (stereo not given)
→ -0.7	-6	16	1.4
- CCOC(=O)C1=C(CN2CCN(C)CC2)NC(=O)NC1c1cc(C)ccc1C (stereo not given)
→ -1.0	2	-8	-0.1
- COc1cc2cc(C#N)c(SCC(=O)NCc3ccco3)nc2cc1OC
→ -0.1	-1	10	-0.2
- COC(=O)c1cc2oc(C)cc2n1CC(=O)N(C)c1ccccc1
→ -0.1	11	10	0.0
- CCC1Oc2ccccc2N(CC(=O)NC2CCCCC2)C1=O (stereo not given)
→ 0.3	12	-2	0.8
- COc1cc2ccccc2cc1C(=O)Nc1ccc(-c2nc3ccc(C)cc3s2)cc1
→ 2.0	-23	9	0.0
